Screens deposited in PubChem by NMMLSC.
QS inhibitor = blocks AIP-induced quorum sensing reporter in S. aureus | 0.3% of 24,000 active | AID 527 | S. aureus RN6390 RNAIII-GFP reporter, flow cytometry 3 h | inhibition, % at 2 µM;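 active means share of bacteria positive for the green fluorescent reporter and its mean brightness both inhibited by 50% or more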;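 further: 0% = AIP-stimulated control and 100% = unstimulated bacteria without AIP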
QS inhibitor GFP MFI % = recorded beside QS inhibitor, whose call it bears; inhibition, %; measured here: inhibition of GFP MFI
Starred values were filed as active, the others as inactive. The list is partial, so the mix of outcomes need not match the whole.

Start of the data: the first 5 entries (preview)
The line under a structure holds: QS inhibitor, QS inhibitor GFP MFI %
CC(NC(=O)C(C)(C)C)c1nc2ccccc2n1C (stereo not given)
 : -1, -1
CN1CCN(CCCNC(=O)CCCOc2cc(=O)n(C)c3ccccc23)CC1
 : 0, 0
C[C@@H]1CCC[C@H](C)N1NC(=O)c1ccc(Cl)c(S(N)(=O)=O)c1
 : 1, 4
COc1ccc(CCNC(=O)c2ccc(CNc3c(N4CCOCC4)c(=O)c3=O)cc2)cc1OC
 : -10, -11
Cc1cccc(OCC(=O)N2CCN(C(=O)Cc3ccccc3)CC2)c1
 : 0, 5

The listing (from the top)
The line under a structure holds: QS inhibitor, QS inhibitor GFP MFI %
CC(NC(=O)C(C)(C)C)c1nc2ccccc2n1C (stereo not given)
 : -1, -1
CN1CCN(CCCNC(=O)CCCOc2cc(=O)n(C)c3ccccc23)CC1
 : 0, 0
C[C@@H]1CCC[C@H](C)N1NC(=O)c1ccc(Cl)c(S(N)(=O)=O)c1
 : 1, 4
COc1ccc(CCNC(=O)c2ccc(CNc3c(N4CCOCC4)c(=O)c3=O)cc2)cc1OC
 : -10, -11
Cc1cccc(OCC(=O)N2CCN(C(=O)Cc3ccccc3)CC2)c1
 : 0, 5
CC(=O)Nc1ccc(-c2cn3cccnc3n2)cc1
 : -1, 1
CCN(CC)CCCNC(=O)c1cc(-c2ccc(Cl)cc2)on1
 : 0, -12
COc1ccc(C(C)NC(=O)c2ccoc2C)cc1OC (stereo not given)
 : 10, 16
CCOC(=O)CSC1=C(C#N)C(c2sccc2C)CC(=O)N1 (stereo not given)
 : -1, -29
Cc1nc2ncnn2c(C)c1CCC(=O)NC(C)c1ccc2c(c1)OCCO2 (stereo not given)
 : 12, 27
COc1ccc(CNc2oc(-c3cccc4ccccc34)nc2C#N)cc1
 : 3, 14
CCCC(=O)Nc1ccccc1-c1nnc(SC)[nH]c1=O
 : -3, -21
CCOC(=O)N1CCC(NC(=O)Cn2nc(-c3ccccc3)ccc2=O)CC1
 : -2, -2
CN(Cc1ccccc1)c1oc(COc2ccccc2F)nc1C#N
 : 0, 9
CCOC(=O)C(C(C)=O)C(c1ccc(OC)cc1)C(C(C)=O)C(=O)OCC (stereo not given)
 : 2, 3
CCCn1c(N2CCN(CC(=O)NCc3cccs3)CC2)nc2ccccc21
 : 0, -1
Cc1nonc1NC(=O)OCCN1CCOC1=O
 : 2, 26
COP(C)(=O)c1c(C)nn(-c2ccccc2)c1C (stereo not given)
 : -1, -2
CCc1ccc(NC(=O)C2CC(=O)N(C(C)C)C2)cc1 (stereo not given)
 : -3, 1
COc1ccc(OC)c(NC(=O)CN2C(=O)C3(OCCCO3)c3ccccc32)c1
 : -1, -16
COc1cc(C2CC(=O)N3CN(Cc4ccco4)CSC3=C2C#N)ccc1OCc1ccccc1 (stereo not given)
 : 0, 10
O=C(CN(Cc1cccs1)C(=O)CNS(=O)(=O)c1ccccc1)NCc1ccco1
 : -2, -6
Cc1ccc(-c2noc(CN3C(C)CCCC3C)n2)cc1 (stereo not given)
 : 0, -11
CCn1ccc(C(=O)Nc2ccc(N(C)C(C)=O)cc2)n1
 : -4, -10
Cc1cc(Nc2ccc(F)c(Cl)c2)n2nc(C)nc2n1
 : 0, 4
COCCCNC(=O)c1ccc(CS(=O)(=O)c2ccc(Br)cc2)o1
 : 0, 6
CCc1ccccc1S(=O)(=O)Cc1ccc(C(=O)N2CCN(c3ccccc3OC)CC2)o1
 : 9, 23
COC(=O)c1sc(=S)n(-c2cc(F)ccc2F)c1N
 : -7, -16
O=C1c2ccccc2CCC1C(O)c1ccccn1 (stereo not given)
 : -1, 10
CCC1=[N+]([O-])C(C)(/C(C)=N\O)N(O)C1(C)C (stereo not given)
 : -1, 3
O=C(NCc1nc2ccccc2[nH]1)c1ccc(Cl)c(S(=O)(=O)N2CCCC2)c1
 : 2, 13
Cc1cccc(N(C)c2cc(C)nc3nc(C)nn23)c1
 : 0, 7
CCc1ccc2[nH]c(=O)c(CN(CCN3CCOCC3)C(=O)Nc3ccccc3F)cc2c1
 : -3, -20
N#Cc1c(-c2ccccc2)nc(N2CCCCCC2)[nH]c1=O
 : -1, -17
Cc1cc(-n2c(C)cc(C(=O)CSc3nc4ccccc4c(=O)n3Cc3ccco3)c2C)no1
 : 3, 7
COc1ccccc1N1CCN(C(=O)c2cc(-c3ccc(Br)cc3)on2)CC1
 : -2, -16
CCCCCCOC(=O)C(C#N)c1nc2ccccc2nc1N1CCCCC1 (stereo not given)
 : 4, 12
O=C(NC1CCCc2ccccc21)C1CCN(C(=O)c2sccc2-n2cccc2)CC1 (stereo not given)
 : -6, -26
O=C(CSc1ccc2nnc(-c3ccccc3)n2n1)N1CCCCC1
 : -4, 0
Cc1cc(C)nc(NC(=O)NS(=O)(=O)Nc2ccc(Br)cn2)n1
 : 1, 2
Cc1nnc(SCC(=O)Nc2c(Cl)cccc2Cl)[nH]c1=O
 : 0, 0
CCN1CCN(c2ncc(C(=O)Nc3ccccc3C(=O)OC)c3ccccc23)CC1
 : -2, -1
O=C(NCc1ccco1)c1cc(-c2cccs2)on1
 : 0, 0
Cc1ccc(N(CC(=O)N2CCn3c2nc2ccccc23)S(=O)(=O)c2c(C)n[nH]c2C)cc1
 : 2, 7
O=C(Cn1cnc2c(nnn2Cc2ccccc2F)c1=O)OCc1ccccc1
 : 0, 1
CC1CC(=O)N(CC(=O)Nc2ccc3c(c2)OCCO3)c2ccccc2S1 (stereo not given)
 : 8, 12
CCCCCn1c(=O)[nH]c2cc(C(=O)NCCCN3CCC(C)CC3)ccc2c1=O
 : -9, -22
CCOc1ccc(NS(=O)(=O)c2cc(Cl)ccc2OC)cc1
 : 0, -10
CCOC(=O)N1CCN(c2c(NCCCN(C)c3ccccc3)c(=O)c2=O)CC1
 : 0, -4
Cn1c(=O)c2nc(-c3ccccc3)oc2c2ccccc21
 : 0, 3
O=C(CN1C(=O)CCS(=O)(=O)c2ccccc21)Nc1ccc2c(c1)OCCO2
 : -5, -5
O=C(CSc1nnc(C2COc3ccccc3O2)o1)NC1CCCCC1 (stereo not given)
 : 10, 19
Cc1nn(-c2ccc(C(=O)O)cc2)c(=O)c2ccccc12
 : 6, 27
CCOc1cc(C#N)c(NC(=O)c2ccco2)cc1OCC
 : 0, 17
N#Cc1c(NC(=O)CSc2nc(N)cc(=O)[nH]2)sc2c1CCCCCC2
 : -2, -3
O=C(c1cc(-c2cccs2)on1)N1CCCCC1
 : -4, -6
CCOC(=O)c1[nH]cc(-c2ccccc2)c1N1CCOCC1
 : 1, 0
COc1cccc(CNC(=O)C2CCN(S(=O)(=O)N3CCCC3)CC2)c1
 : -2, -34
O=C(CCCN1C(=O)c2ccccc2C1=O)Nc1ccc(Br)cn1
 : -6, -34
CCOC(=O)c1ccc(NC(=O)COc2ccc(-n3cnnn3)cc2)cc1
 : -7, -12

Other records:
The line under a structure holds: QS inhibitor, QS inhibitor GFP MFI %
COc1ccccc1C1/C(=C(/O)c2ccccc2)C(=O)C(=O)N1CC(C)O (stereo not given)
 : -1, -13
O=C(NCc1ccccn1)c1ccc(CS(=O)(=O)Cc2ccc(Cl)cc2)o1
 : -6, -17
COc1ccc(Nc2nc(OC)nc(N3CCN(c4ccc(OC)cc4)CC3)n2)cc1
 : 3, -28
CCOc1cc2c(cc1OCC)C(C(=O)O)C(c1ccc(OC)c(O)c1)N(C)C2=O (stereo not given)
 : -1, -2
COc1ccc(C2C(C(=O)N3CCC(C)CC3)c3ccccc3C(=O)N2C)cc1 (stereo not given)
 : 0, -8
Cc1c(NC(=O)CC(=O)Nc2c(C)n(C)n(-c3ccccc3)c2=O)c(=O)n(-c2ccccc2)n1C
 : -1, -2
Clc1cc(Cl)c2nc(N3CCCCC3)sc2c1
 : 1, 10
CCn1c(SCC(=O)N2CCCc3ccccc32)nnc1-c1cccs1
 : -5, -14
CCOC(=O)/C=C1\SCC(=O)N1Cc1nnc(-c2ccccc2Br)o1
 : -5, 0
CC(c1ccco1)N(C(=O)c1ccc(S(=O)(=O)N2CCCCC2)cc1)c1ccccn1 (stereo not given)
 : -1, 4
COc1ccc2cc3cc(C(=O)NCc4ccccn4)oc3nc2c1
 : -1, 26
CCOC(=O)N1CCC(NC(=O)CCc2c(C)nc3c(c(C)nn3-c3ccccc3)c2C)CC1
 : 8, 21
CCOc1ccc(/C=N/n2cnnc2)cc1
 : 1, 7
Cc1cc(N2CCC(C)CC2)nc2ccc(N3C(=O)CCC3=O)cc12
 : 0, 5
COc1ccccc1CNC(=O)C1CCN(Cc2nc(-c3ccc(Cl)cc3)oc2C)CC1
 : 1, 9
CCOCCCN(Cc1cc2cc(C)cc(C)c2[nH]c1=O)C(=O)N(CC)CC
 : -1, 2
Cn1c2ccccc2c2c(C(=O)NCCCN3CCCC3=O)cn(C3CCCCC3)c(=O)c21
 : 0, -29
O=C(NCc1ccccc1)C1CCN(S(=O)(=O)N2CCCCCC2)CC1
 : 0, 2
COc1ccc(N(C(=O)c2cccc(OC)c2OC)C2C=CS(=O)(=O)C2)c(OC)c1 (stereo not given)
 : -1, 3
CCNC(=O)c1c(C)[nH]c(C(=O)OCC)c1C
 : -2, -3
CS(=O)(=O)N(CC(=O)Nc1ccc2c(c1)OCO2)Cc1ccc(Cl)cc1
 : 1, 6
CC(=O)c1cc2c(cc1NC(=O)CN1CCC(Cc3ccccc3)CC1)OCO2
 : -1, -12
O=C1CSC(=Nc2ccccc2)N1
 : -4, -41
CCOC(=O)CN1CC23C=CC(O2)C(C(=O)O)C3C1=O (stereo not given)
 : -4, -5
CCCCOCCCNC(=O)COc1ccccc1
 : -7, -1
CCCCCNC(=O)c1cc(S(=O)(=O)N2CCCCC2)ccc1F
 : 3, 17
Cc1nc2ccc(S(=O)(=O)NCC(=O)N3CCC(N4CCCCC4)CC3)cc2s1
 : 2, 17
Cn1c(=O)[nH]c(=O)c2c1nc(N1CCCCCC1)n2CCCSc1nc2ccccc2o1
 : -1, -31
CC(C)c1ccc(-c2nc(N3CCCC3)nc3n[nH]c(N)c23)cc1
 : 3, 26
COc1cccc(C(=O)Nc2c3c(nn2-c2cccc(C)c2C)CS(=O)C3)c1OC (stereo not given)
 : 0, 39
COc1ccc(NC(=O)Cn2cccc2)c(OC)c1
 : -1, 5
CCOC(=O)Cn1nnc(-c2ccc(SC)cc2)n1
 : -9, -12
CCSCCC(NC1=CC(=O)CC(C)(C)C1)C(=O)O (stereo not given)
 : -1, -4
Cc1ccccc1OCC(O)CN (stereo not given)
 : 0, 2
CCOC(=O)C1CCCN(C(=O)c2cn(C)c3ccc(S(=O)(=O)N4CCCC4)cc3c2=O)C1 (stereo not given)
 : -1, 12
Cc1noc(NS(=O)(=O)c2ccc(NC(=O)c3cnc4n(c3=O)CCS4)cc2)c1C
 : 5, 10
CCCC(=O)N(c1ccc(F)cc1)C1C=CS(=O)(=O)C1 (stereo not given)
 : 3, 8
CCCCNC(=O)C1C2C=CC3(CN(Cc4ccc(C)cc4)C(=O)C13)O2 (stereo not given)
 : 9, 48
CCCCNC(=O)CCn1nc(-c2ccccc2)ccc1=O
 : -4, -6
O=S1(=O)C=C(Sc2nnc(-c3ccccc3)o2)c2ccccc21
 : -14, -28

Looked up one by one from above:
The line under a structure holds: QS inhibitor, QS inhibitor GFP MFI %
CC1CC(=O)N(CC(=O)Nc2ccc3c(c2)OCCO3)c2ccccc2S1 (stereo not given)
 : 8, 12
Cc1c(NC(=O)CC(=O)Nc2c(C)n(C)n(-c3ccccc3)c2=O)c(=O)n(-c2ccccc2)n1C
 : -1, -2
COc1ccc(C2C(C(=O)N3CCC(C)CC3)c3ccccc3C(=O)N2C)cc1 (stereo not given)
 : 0, -8
COc1ccc(Nc2nc(OC)nc(N3CCN(c4ccc(OC)cc4)CC3)n2)cc1
 : 3, -28
O=C(CSc1ccc2nnc(-c3ccccc3)n2n1)N1CCCCC1
 : -4, 0
CCOc1cc2c(cc1OCC)C(C(=O)O)C(c1ccc(OC)c(O)c1)N(C)C2=O (stereo not given)
 : -1, -2

Other structures:
The line under a structure holds: QS inhibitor, QS inhibitor GFP MFI %
C=CCOC(=O)C1=C(C)Nc2nc3ccccc3n2C1c1ccncc1 (stereo not given)
 : 3, 5
O=c1cc(-c2ccccc2)[nH]c2nc3ccccc3n12
 : 2, 29
CN(Cc1ccccc1)C(=O)CCS(=O)(=O)c1ccc2c(c1)n(C)c(=O)c(=O)n2C
 : 0, 10
CCOC(=O)c1c(C)c(C(=O)NCc2ccccc2OC)c(C)n1C
 : -3, -5
O=C(CN1CCN(c2nc(-c3ccccc3)cs2)CC1)Nc1ccc2c(c1)OCO2
 : -2, -2
COc1nc(OC/C(N)=N/O)nc(N2CCOCC2)n1
 : 3, 6
COc1ccc2c(c1)c(CC(=O)O)c(C)n2C(=O)c1ccc(Cl)cc1
 : 10, 28
COc1ccc(OCC(=O)Nc2cc(-c3nn4c(C)nnc4s3)ccc2C)cc1
 : -2, -14
Cc1ccc2c(c1)N(CCC(=O)NCCCOC(C)C)C(=O)C(C)O2 (stereo not given)
 : -4, -4
Cc1cc2c(cc(C(=O)NCc3cccnc3)n2Cc2ccc(Cl)cc2)o1
 : 8, 20
O=C(NCc1cccnc1)c1cnc2n(c1=O)CCS2
 : -4, -7
Oc1ccc(-c2onc(C(F)(F)F)c2-c2cscn2)c(O)c1
 : -1, -8
Cc1ccc(-n2c(=O)c(C#N)cc3c(=O)n4ccccc4nc32)cc1
 : 5, 27
CCc1ccc(NS(=O)(=O)c2cccs2)cc1
 : 3, 16
COc1cccc(CNc2nc3nc(C)c(Cl)c(C)n3n2)c1
 : 7, 23
O=C(O)c1cccc(N2CCCC2=O)c1
 : -5, -16
CCCOC(=O)c1ccc(NC(=O)c2cnccn2)cc1
 : 2, 13
O=C(CSc1nc2ccsc2c(=O)n1-c1ccccc1)N1CCCC1
 : -5, -14
CCOC(=O)c1c(C)nn(Cc2cccc(Cl)c2)c1N
 : -5, -1
